Screening results from PubChem BioAssay.
Spn DPM-DC inh: blocks S. pneumoniae diphosphomevalonate decarboxylase; purified DPM-DC, PK/LDH coupled NADH fluorescence; calls only at 10 µM; hit rate 0.49% among 65,000;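 active = the 320 compounds with the highest percent inhibition in the single-dose primary screen, excluding strongly autofluorescent ones, cut at about 32% in these data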;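 also: kinetic rate of NADH fluorescence loss reporting ADP formed by the decarboxylase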
Spn MK inh: blocks S. pneumoniae mevalonate kinase; purified MK, PK/LDH-coupled NADH absorbance 340 nm; inhibition, % at 10 µM; hit rate 0.48% among 65,000;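 active = ranked among the strongest by inhibition in the single 10 µM screen, a fixed top-ranked set picked for dose follow-up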; also: no value below 0 was filed
HPDE-C7 viability: cytotoxicity in HPDE-C7 cells, cell-based, fluorescence, HTS (AID 430); one-dose cytotoxicity, % at 10 µM; EC50 in µM for titrated hits; hit rate 1.8% among 63,000; HPDE-C7 pancreatic duct cells viability, fluorescence; higher % means a stronger effect;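 also: cells exposed to compound for 48 hours before viability readout; 0% = vehicle and 100% = reference cytotoxic drug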
LYP phosphatase: LYP phosphatase inhibitors, primary screen, biochemical, DiFMUP fluorescence, recombinant catalytic domain, 10 µM (AID 606); recombinant LYP catalytic domain, DiFMUP fluorescence; higher % means a stronger effect; one-dose inhibition, % at 10 µM; IC50 in µM for titrated hits; 52,000 tested, under 10 active;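 active = IC50 under 40 µM in the dose-response test; inactive = IC50 of 40 µM or more, or never dose-tested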
TNAP inhibition: human TNAP enzyme inhibitors, biochemical, luminescent (AID 518). purified TNAP enzyme, luminescent substrate readout; higher % means a stronger effect. inhibition, % at 20 µM; hits with a dose series show IC50 in µM. hit rate 0.09% among 64,000; in the data active = a potency from the dose series; inactive = the rest, 99 in 100 with inhibition below about 22%;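 also: plate controls were vehicle for no effect and reference inhibitor for full effect; many of its hits are not listed in these tables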
HT1080 viability: cytotoxicity in HT1080 fibrosarcoma cells, cell-based, fluorescence readout (AID 620); hit rate 0.42% among 87,000; HT1080 viability, fluorescence; higher % means a stronger effect; cytotoxicity, % at 10 µM; hits with a dose series show EC50 in µM;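 also: cells exposed to compound overnight then 4 h with Alamar Blue; 0% = vehicle DMSO and 100% = killing control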
PMK inhibit: inhibitors of Streptococcus pneumoniae phosphomevalonate kinase; hit rate 0.49% among 65,000; inhibition, % at 10 µM; purified PMK, PK/LDH-coupled NADH absorbance 340 nm;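 active = top-ranked compounds by inhibition in the single 10 µM screen, taking a fixed number of the strongest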;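 also: 0% = full reaction with DMSO carrier and 100% = background rate without enzyme reaction; no value below 0 was filed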
HPDE-C7K KRASV12: cytotoxicity in KRAS-transformed pancreatic duct cells, primary screen, cell-based, fluorescence, HTS (AID 431) | HPDE-C7K KRASV12 cells, Alamar Blue viability, 48 h; higher % means a stronger effect | hit rate 1.7% among 63,000 | cytotoxicity, % at 10 µM, or EC50 in µM where a hit was titrated;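 active = compounds whose percent cytotoxicity in the single-dose primary screen, scaled between solvent and toxic-drug controls, exceeds 50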;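 also: 0% = DMSO solvent wells and 100% = doxorubicin-treated wells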
Bfl-1 displacement: Bfl-1 inhibitors, primary screen, biochemical, fluorescence polarization, FITC-Bid, mouse (AID 432); FITC-Bid BH3 peptide fluorescence polarization displacement; higher % means a stronger effect; displacement, % at 20 µM; hits with a dose series show IC50 in µM; hit rate 0.02% among 64,000; in the data active = a potency from the dose series; inactive = the rest, 99 in 100 with displacement below about 15%; also: strong numbers were not always called active
PMK inhibit pilot replicates: second read-out of PMK inhibit, no call of its own (marks repeat the call); inhibition, %; measured here: pilot screen replicates
Spn MK inh pilot replicates: second read-out of Spn MK inh, no call of its own (marks repeat the call); inhibition, %; measured here: pilot screen replicates
Spn DPM-DC inh pilot screen %: second read-out of Spn DPM-DC inh, no call of its own (marks repeat the call); inhibition, %; measured here: pilot screen trials
An asterisk follows results filed as active; i = inactive; · = not tested or not shown. Rule as the data show it, unless noted: active = cytotoxicity above about 50%; inactive = the rest.

SMILES	Spn DPM-DC inh	Spn MK inh	HPDE-C7 viability	LYP phosphatase	TNAP inhibition	HT1080 viability	PMK inhibit	HPDE-C7K KRASV12	Bfl-1 displacement	others
O=C(CSc1ccc2nnc(-c3ccccn3)n2n1)N1CCOCC1	i	39	10%	0%	-3%	0%	3	10%	3%
Cc1cccc(-n2c(N)cc(=O)nc2SCC(=O)Nc2ccccc2)c1	i	5	-21%	4%	10%	·	7	-10%	5%
Cc1c(N2C(=O)SC(CC(=O)O)C2=O)c(=O)n(-c2ccccc2)n1C (stereo not drawn)	i	13	1%	·	-6%	-4%	5	-9%	0%
CCn1c(SCc2nc3cc(OC)c(OC)cc3c(=O)[nH]2)nnc1-c1ccncc1	i	15	-1%	7%	7%	4%	8	-6%	-5%
COCCNC(=O)CSc1ccc(C)cc1	i	11	7%	·	3%	1%	0	3%	2%
C=CCn1c(SCc2cc(C(=O)OC)c(C)o2)nnc1-c1ccncc1	i	1	-16%	16%	5%	6%	6	-8%	3%
CCOc1cc(C(=O)Nc2ccc(S(=O)(=O)Nc3cc(C)on3)cc2)cc(OCC)c1OCC	i	3	5%	-2%	9%	15%	10	0%	-1%
Cn1c(=O)c2c(nc(CN3CCN(c4ccccc4)CC3)n2CCCc2ccccc2)n(C)c1=O	i	8	·	3%	·	-3%	14	·	·
Cc1ccc(O)c(N=CC2=C(O)c3ccccc3C2=O)c1	i	4	49%	14%	18%	-4%	7	53%*	-2%
COC(=O)C1(C(F)(F)F)N=C(N(C)C)OC(N(C)C)=N1	i	0	8%	·	6%	0%	14	0%	3%
NC(=O)C1CCN(C(=O)c2ccc(CS(=O)(=O)c3c(Cl)cccc3Cl)o2)CC1	i	7	8%	-3%	9%	6%	1	-4%	3%
COc1ccc(C(=O)COC(=O)c2ccco2)cc1	i	4	-7%	-7%	6%	2%	14	-3%	1%
O=C(NC1(C(F)(F)F)N=C2SCCN2C1=O)C1CCCCC1 (stereo not drawn)	i	9	-10%	6%	15%	-1%	7	-4%	0%
Cc1[nH]nc2c1C1(CCOC1C)C(C#N)=C(N)O2 (stereo not drawn)	i	8	-8%	11%	10%	6%	0	-4%	4%
Cc1c(NC(=O)c2ccc(COc3ccc4ccccc4c3)o2)c(=O)n(-c2ccccc2)n1C	i	1	-8%	·	2%	-4%	0	-6%	2%	PMK inhibit pilot replicates=0.0;Spn MK inh pilot replicates=1.0;Spn DPM-DC inh pilot screen %=3.5
CC(C)c1nnc(NC(=O)CCC(=O)NCc2ccc3c(c2)OCO3)s1	i	6	-8%	6%	10%	-3%	11	-13%	-8%	PMK inhibit pilot replicates=1.0;Spn MK inh pilot replicates=0.0;Spn DPM-DC inh pilot screen %=0.0
CC(=O)C1=C(O)CCC1=N	i	7	-12%	97%	5%	-1%	0	3%	1%
Cc1ccc(S(=O)(=O)N(CCO)c2cc3c(s2)CCCC3)cc1	i	7	-5%	-2%	6%	-2%	8	-12%	0%	PMK inhibit pilot replicates=2.0;Spn MK inh pilot replicates=0.0;Spn DPM-DC inh pilot screen %=3.5
COC(=O)Cn1c2ccc(F)cc2c2nc(C)sc21	i	4	-12%	·	4%	1%	3	-1%	0%
COc1ccc(OC)c(C(=O)c2coc3ccc(O)cc23)c1	i	0	13%	-3%	14%	9%	0	18%	1%
CCCNS(=O)(=O)c1ccc(OCC(=O)Nc2ccccc2F)cc1	i	2	2%	10%	19%	-1%	1	20%	3%	PMK inhibit pilot replicates=3.0;Spn MK inh pilot replicates=1.0;Spn DPM-DC inh pilot screen %=2.5
CCCc1nc(SCc2ccccn2)c2c(=O)n(C)c(=O)n(C)c2n1	i	9	19%	-22%	9%	0%	0	16%	7%
COc1ccc(Cl)cc1NC(=O)NC(C)c1ccncc1 (stereo not drawn)	i	7	·	11%	4%	29%	11	·	0%
COc1cc2c(C(=O)N3CCN(c4ccccc4)CC3)c(C)oc2cc1Br	i	6	33%	·	5%	3%	3	36%	-3%
COC(=O)c1[nH]c(C)c(/C(O)=C2\C(=O)C(=O)N(CCN3CCOCC3)C2c2cccnc2)c1C (stereo not drawn)	i	14	-6%	·	9%	6%	2	-5%	-6%
COc1ccc(NC(=O)CN2CCN(S(=O)(=O)c3ccc(Cl)cc3)CC2)cc1Cl	i	6	1%	11%	5%	1%	11	-3%	-3%
CC1=C(C)CC(C(=O)Nc2cccc(Cl)c2)C(C(=O)O)C1 (stereo not drawn)	i	4	1%	-31%	4%	5%	0	0%	-9%
CC1CN(c2nc3ccccc3nc2C(C#N)C(=O)OC2CCCCC2)CC(C)O1 (stereo not drawn)	i	5	-26%	10%	18%	-4%	8	-13%	-212%	PMK inhibit pilot replicates=2.5;Spn MK inh pilot replicates=1.5;Spn DPM-DC inh pilot screen %=1.5
O=C(NCCCN1CCCC1=O)c1nnc(Cc2c(F)cccc2Cl)o1	i	6	-3%	·	6%	9%	9	7%	1%
Nn1c(-c2ccccn2)nnc1-c1ccccn1	i	5	-12%	·	3%	-1%	12	-8%	4%
Cc1ccc(N2C(=O)CC(NCc3ccc4c(c3)OCO4)C2=O)cc1Cl (stereo not drawn)	i	14	-2%	·	9%	0%	0	12%	7%
CCOC(=O)c1cccc(S(=O)(=O)N(CCO)Cc2cc3cc(OC)ccc3[nH]c2=O)c1	i	8	-2%	4%	5%	-15%	2	-3%	-4%
ONC(=Nc1ccccc1)C(=Nc1ccccc1)NO	i	3	0%	4%	3%	1%	5	-6%	-7%
Cc1ccc(-c2nc(=S)c3c(n2Cc2ccco2)CC(C)(C)OC3)cc1	i	5	-11%	5%	3%	-2%	0	-4%	-3%
c1ccc(CCc2ccccc2-c2nc(-c3cccnc3)no2)cc1	i	8	-18%	-1%	1%	-12%	0	3%	-2%
CN1CCN(CC(=O)Nc2nc(-c3ccccc3)cs2)CC1	i	2	6%	9%	9%	-12%	6	8%	-2%
COc1ccc(N2C(=O)CCC(C(=O)N3CCCCC3)C2c2ccc(OC)c(OC)c2)cc1 (stereo not drawn)	i	2	-16%	·	3%	·	16	-6%	0%	PMK inhibit pilot replicates=5.0;Spn MK inh pilot replicates=2.0;Spn DPM-DC inh pilot screen %=4.0
CCOc1nc(OCC)nc(-n2cc(-c3ccccc3)nn2)n1	i	0	3%	-1%	7%	0%	14	6%	-6%
O=C(Nc1ccc2c(c1)OCCO2)C1CCCN(S(=O)(=O)c2cccs2)C1 (stereo not drawn)	i	4	-11%	6%	12%	8%	17	-9%	-1%
Cc1nnc(NC(=O)c2ccc(S(=O)(=O)N3CCCCCC3)cc2)o1	i	6	8%	-4%	17%	-4%	11	6%	-2%
Cc1cc(NCCN2CCOCC2)n2nc(C)c(-c3ccc(Cl)cc3)c2n1	i	0	18%	·	6%	0%	14	27%	-11%
O=C(c1cn(-c2ccccc2)nc1-c1ccc(Cl)s1)N1CCOCC1	i	2	13%	7%	10%	3%	0	16%	-7%
Cc1cc(CNC(=O)c2cc(Br)ccc2Cl)nn1C	i	13	-3%	7%	6%	3%	9	-3%	-6%
O=C(Cn1c(C(=O)N2CCc3ccccc3C2)cc2sccc21)c1ccccc1	i	0	7%	·	18%	2%	4	-2%	0%

Grouped by structure: the compounds so far containing a furan ring, fused or not (7)
SMILES	Spn DPM-DC inh	Spn MK inh	HPDE-C7 viability	LYP phosphatase	TNAP inhibition	HT1080 viability	PMK inhibit	HPDE-C7K KRASV12	Bfl-1 displacement	others
C=CCn1c(SCc2cc(C(=O)OC)c(C)o2)nnc1-c1ccncc1	i	1	-16%	16%	5%	6%	6	-8%	3%
NC(=O)C1CCN(C(=O)c2ccc(CS(=O)(=O)c3c(Cl)cccc3Cl)o2)CC1	i	7	8%	-3%	9%	6%	1	-4%	3%
COc1ccc(C(=O)COC(=O)c2ccco2)cc1	i	4	-7%	-7%	6%	2%	14	-3%	1%
Cc1c(NC(=O)c2ccc(COc3ccc4ccccc4c3)o2)c(=O)n(-c2ccccc2)n1C	i	1	-8%	·	2%	-4%	0	-6%	2%	PMK inhibit pilot replicates=0.0;Spn MK inh pilot replicates=1.0;Spn DPM-DC inh pilot screen %=3.5
COc1ccc(OC)c(C(=O)c2coc3ccc(O)cc23)c1	i	0	13%	-3%	14%	9%	0	18%	1%
COc1cc2c(C(=O)N3CCN(c4ccccc4)CC3)c(C)oc2cc1Br	i	6	33%	·	5%	3%	3	36%	-3%
Cc1ccc(-c2nc(=S)c3c(n2Cc2ccco2)CC(C)(C)OC3)cc1	i	5	-11%	5%	3%	-2%	0	-4%	-3%
